Assay outcomes (PubChem BioAssay)
GSK3A inh = blocks human GSK-3 alpha kinase; P49840; inhibition, % at 10 µM; ADP-Glo luminescence, 60 min; 320,000 compounds, 0.1% hits;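 in the data active means inhibition above about 50%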;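 further: GST-tagged GSK-3 alpha with peptide substrate and 25 µM ATP; 0% = DMSO neutral wells and 100% = GW8510 positive control wells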
PolyA inhibitor = inhibitors of polyadenylation in S. cerevisiae; S. cerevisiae SKY197-pL101 polyadenylation reporter, beta-gal luminescence; efflux-impaired pdr1/pdr3 knockout yeast; score 100 = 6 SD above DMSO; calls only at 12 µM; 300,000 compounds, 0.02% hits;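 active means lowest replicate activity score at least 50, where 100 means six control SD above control mean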;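 further: yeast exposed to compound for 9 h at 30 °C; higher score means more reporter readthrough which indicates perturbed polyadenylation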
DYRK1A inh = blocks rat Dyrk1A kinase activity. inhibition, % at 12.5 µM. ADP-Glo luminescence, NFATc1 peptide. Q63470. 310,000 compounds, 0.43% hits. AID 504441; in the data active means inhibition above about 50%;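 further: plate controls were vehicle with enzyme for no effect and no enzyme for full effect; many of its hits are not listed in these tables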
KCNQ1 act = potentiates or activates the human KCNQ1 potassium channel | AID 2648 | 310,000 compounds, 0.35% hits | B-score at 10 µM | CHO-K1 KCNQ1, thallium flux FluxOR fluorescence; stronger effect = higher value;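 active means fluorescence ratio B-score, a plate-corrected score, at least three library SD, with initial intensity B-score within 5 SD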
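Material: CHO-K1 cells stably expressing KCNQ1. Medium: assay buffer for compound exposure, DMSO matched across wells. Reagent: K+/Tl+ depolarizing stimulus. Compound dosing: single-concentration screen. Times: 37 °C overnight plating, 90-min dark dye load, 20-min compound pretreatment. Technique: FluxOR Tl+ flux fluorescence.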
KCNK9 block = inhibitors of human KCNK9 two-pore domain potassium channel; Q9NPC2; HEK293 KCNK9, FluxOR thallium flux fluorescence; stronger effect = lower value; B-score at 10 µM; 310,000 compounds, 1.2% hits; AID 488922;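 active means ratio B-score over 3 SD below the library mean, with starting fluorescence within 5 SD of its mean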;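 further: negative B-score means less thallium flux so channel inhibition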
RGS4 act = potentiators or activators of RGS4; HEK293 M3R/inducible RGS4, carbachol calcium flux Fluo4; stronger effect = lower value; B-score at 10 µM; 310,000 compounds, 0.92% hits; AID 463111;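 active means B-score of the integrated calcium signal more than 4 SD below the library mean, with starting fluorescence not abnormally high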;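 further: negative B-score means reduced calcium response which marks RGS4 activation or potentiation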
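Reagent: ECmax carbachol challenge; Test system: M3R-expressing HEK293 line, RGS4 induced by doxycycline; Schedule: overnight RGS4 induction, 30 min dye load 37 °C, 20 min compound RT; Detection: calcium dye Fluo4 fluorescence; Read-out: Agonist-evoked peak-minus-minimum fluorescence over baseline, integrated ratio, B score.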
GSK3beta inhib = blocks human GSK3beta kinase activity; AID 2097; P49841; GST-GSK3beta kinase, ADP-Glo luminescence, 60 min; stronger effect = lower value; 300,000 compounds, 0.038% hits; activity score (negative = inhibition), % at 10 µM;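 active means more than half of replicate wells score below -50%, meaning over 50% inhibition versus plate controls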;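 further: 0% = median DMSO wells and -100% = median GW8510 positive control wells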
Target sequence (P49841 whole entry, looked up): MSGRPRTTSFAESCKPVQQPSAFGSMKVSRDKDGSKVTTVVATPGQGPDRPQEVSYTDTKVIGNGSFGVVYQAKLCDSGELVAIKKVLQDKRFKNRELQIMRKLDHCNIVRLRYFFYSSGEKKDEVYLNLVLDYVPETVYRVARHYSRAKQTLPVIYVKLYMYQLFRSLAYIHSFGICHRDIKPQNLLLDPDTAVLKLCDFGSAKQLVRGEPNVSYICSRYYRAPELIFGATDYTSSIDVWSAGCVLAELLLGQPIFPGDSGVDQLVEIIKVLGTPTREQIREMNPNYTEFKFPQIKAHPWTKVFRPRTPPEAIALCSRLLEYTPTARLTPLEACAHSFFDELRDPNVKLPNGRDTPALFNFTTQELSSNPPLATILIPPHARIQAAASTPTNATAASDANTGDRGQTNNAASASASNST
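Test system – GST-tagged human GSK3beta kinase, cell-free · Incubation – 60 min enzyme reaction, room temperature · Signal – ADP-Glo luminescence · Also added – peptide substrate and ATP at 25 µM · Controls – DMSO neutral wells and GW8510 at 20 µM as positive · Buffer or medium – Tris/MgCl2 kinase buffer · Measure – Luminescence-derived activity versus plate DMSO and GW8510 wells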
hERG protect = shields human hERG channel from block by proarrhythmic agents. Q12809. CHO-hERG, FluxOR thallium flux, dofetilide IC70 present. activation (rescue from dofetilide block), less the hit threshold, % at 10 µM. 310,000 compounds, 0.51% hits. AID 1511;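 active means activation above the mean of controls blocked by dofetilide plus 5 SD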;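 further: thallium influx through hERG after potassium depolarization seen as dye fluorescence rise; in these data hits start at about 4.7%; inactives centre near -7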
KCNQ1 block = blocks the human KCNQ1 potassium channel | 310,000 compounds, 1.3% hits | P51787 | CHO-K1 KCNQ1, FluxOR thallium flux fluorescence; stronger effect = higher value | B-score at 10 µM;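 active means compounds whose thallium flux B-score, printed positive for inhibition, exceeds three library SD while starting fluorescence stays within three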;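 further: channel opened by potassium depolarization with thallium stimulus after 20 min compound exposure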
HDAC3 inhib = human HDAC3 inhibition; recombinant HDAC3, fluorogenic peptide/trypsin coupled, fluorescence; AID 2718; 320,000 compounds, 0.15% hits; O15379; inhibition, % at 8.3 µM; in the data active means inhibition above about 26%, passing the limit was not always enough
Target sequence (O15379 whole entry, looked up): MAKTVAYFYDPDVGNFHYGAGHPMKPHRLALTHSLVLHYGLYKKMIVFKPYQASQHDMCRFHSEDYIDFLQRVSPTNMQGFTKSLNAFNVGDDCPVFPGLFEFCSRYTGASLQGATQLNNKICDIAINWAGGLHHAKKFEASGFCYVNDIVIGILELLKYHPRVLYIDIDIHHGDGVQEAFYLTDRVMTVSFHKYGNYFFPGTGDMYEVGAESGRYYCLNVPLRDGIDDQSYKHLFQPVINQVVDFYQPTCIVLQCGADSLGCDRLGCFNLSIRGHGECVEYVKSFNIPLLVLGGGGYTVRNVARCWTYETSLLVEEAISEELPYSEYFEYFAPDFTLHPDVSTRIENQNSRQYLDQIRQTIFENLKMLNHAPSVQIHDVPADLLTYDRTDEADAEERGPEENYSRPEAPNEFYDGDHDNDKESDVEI
KCNK3 block = human KCNK3 channel inhibition, primary screen; 340,000 compounds, 0.84% hits; O14649; AID 602410; B-score at 10 µM; CHO-KCNK3 thallium flux, FluxOR fluorescence; stronger effect = lower value;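 active means B-score under library mean minus 4 SD, starting fluorescence ratio at most library mean plus 5 SD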;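 further: more negative B-score means stronger inhibition of thallium flux through KCNK3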
Active calls of the source: *; i = inactive; x = no result given. An excerpt; count on the stated rates, not on these rows.

SMILES,GSK3A inh,PolyA inhibitor,DYRK1A inh,KCNQ1 act,KCNK9 block,RGS4 act,GSK3beta inhib,hERG protect,KCNQ1 block,HDAC3 inhib,KCNK3 block
CCN1CCN(c2c(C=O)c(Cl)nc3ccc(OC)cc23)CC1,82*,i,15,i,i,i,-55*,-4,i,0,i
COc1ccc(CNC(=O)COc2cc(=O)n(C)c3ccccc23)cc1,-1,i,2,i,i,i,3,-5,i,x,i
CCn1cc(C(=O)NNC(=O)c2ccc(Cl)cc2)c(=O)c2ccc(C)nc21,-2,i,3,i,i,i,4,-10,i,-7,i
O=C(Nc1cccc(NC(=O)c2ccc(Cl)cc2Cl)c1)c1cccnc1,2,i,0,i,i,i,-1,-3,i,-3,i
Cc1[nH]oc(=O)c1N=Nc1ccccc1,-3,i,0,i,i,i,2,-6,i,1,i
COc1ccc(OC)c(NC(=O)C2CCCN2C(=O)C2CCC(C)CC2)c1 (centres undefined),-1,i,8,i,i,i,-2,-10,i,2,i
Cc1ccc(CSCCNC(=O)/C=C/c2ccc(Cl)cc2)cc1,-2,i,-5,i,i,i,4,-12,i,-4,i
COc1ccc(S(=O)(=O)O)cc1P(=O)(c1ccccc1)c1ccccc1,-1,i,0,i,i,i,-2,-3,i,6,i
Cn1c(=O)[nH]c(=O)c2c1nc(N1CCOCC1)n2CCCSc1ncccn1,1,i,4,i,i,i,-4,-7,i,8,i
COc1ccc(-c2[nH]nc3c2C(c2ccsc2)C(C#N)=C(N)O3)cc1 (centres undefined),6,i,6,i,i,i,-12,-7,i,7,i
O=C(COC(=O)Cc1cccc(C(F)(F)F)c1)Nc1ccccc1,0,i,-2,i,i,i,0,-7,i,3,i
CCOc1ccc(/C=C2\SC(=O)N(CCNC(=O)C3COc4ccccc4O3)C2=O)cc1OC (centres undefined),-1,i,5,i,i,i,2,-16,i,9,i
O=C(Cn1cc([N+](=O)[O-])cn1)Nc1ccn(Cc2c(F)c(F)cc(F)c2F)n1,-6,i,4,i,i,i,-2,-9,i,4,i
COc1ccc(N2CCN(c3ncccc3C#N)CC2)cc1,0,i,6,i,i,i,3,-10,i,-4,i
Cc1cc(C)c(NC(=O)C2CCCN2CCOC(=O)c2cccc([N+](=O)[O-])c2)c(C)c1 (centres undefined),30,i,4,i,i,i,-2,-13,i,1,i
Cc1nn(-c2ccccc2)c(C)c1NC(=O)COC(=O)c1ccc(Cl)c(N)c1,-1,i,-2,i,i,-7*,x,-7,i,-4,i
CSc1ccccc1-c1nnc(-c2ccc(Cl)cc2Cl)o1,-6,i,-3,i,i,i,2,-2,i,11,i
Cc1ccc(NC(=O)C(SCC(=O)O)c2ccccc2)cc1C (centres undefined),1,i,6,i,i,i,5,-12,i,-1,i
FC(F)(F)c1cccc(NC(=S)NCc2ccccc2)c1,0,i,4,i,i,i,1,-12,i,6,i
COc1cccc(NC(=O)CSc2nnc(CNC(=O)c3ccco3)n2C)c1,x,i,7,i,i,i,-3,-6,i,x,i

Going on with the list:
SMILES,GSK3A inh,PolyA inhibitor,DYRK1A inh,KCNQ1 act,KCNK9 block,RGS4 act,GSK3beta inhib,hERG protect,KCNQ1 block,HDAC3 inhib,KCNK3 block
O=C(c1ccccc1Br)N1N=C(c2ccccc2)CC1c1ccccc1F (centres undefined),-3,i,x,i,i,-8*,-4,-1,i,1,i
CC1CCCN(C(=O)CSc2nnc(-c3c[nH]c4ccccc34)o2)C1 (centres undefined),0,i,6,i,i,i,-1,-10,i,x,i
Cc1ccc(NC(=O)COc2cccnc2[N+](=O)[O-])cc1S(=O)(=O)N1CCOCC1,-1,i,x,i,i,i,-3,4,i,-2,i
COc1ccc(/C=C2/N=C(SC)NC2=O)cc1OC,11,i,5,i,i,i,-3,-7,i,2,i
COC(=O)C1=C(C)N(Cc2ccccc2)C(=S)N[C@H]1c1cccc(F)c1,-1,i,1,i,i,i,1,-12,i,8,i
O=C(c1cc([N+](=O)[O-])ccc1N1CCOCC1)N1CCN(S(=O)(=O)c2ccc(F)cc2)CC1,-2,i,-7,i,i,i,3,-11,i,5,i
O=C1CCCC(=O)C1=C1SCCS1,0,i,11,i,i,i,2,-4,i,2,i
COCCn1c(N)c(N(Cc2ccccc2)C(=O)c2ccc3ccccc3c2)c(=O)[nH]c1=O,-4,i,x,i,i,i,-2,-12,i,-5,i
COc1ccccc1NC(=O)C(C)OC(=O)c1ccc(-n2cnnn2)cc1 (centres undefined),1,i,5,i,i,i,3,-14,i,-9,i
O=C(Nc1ccc(-c2csc(Nc3ccccc3)n2)cc1)c1ccccc1,1,i,7,i,i,i,1,-7,i,9,i
O=C(C[n+]1cc(Br)cc2ccccc21)c1ccc(Cl)cc1,-2,i,1,i,i,i,-2,-9,i,2,i
O=C(c1ccccc1F)N1CCN(C(=O)C(c2ccccc2)c2ccccc2)CC1,-1,i,29,i,i,i,x,-5,i,-5,i
COc1ccc(-c2cc(C(=O)N3CCN(c4ccccc4)CC3)no2)cc1OC,x,i,2,i,i,i,2,-7,i,4,i
CCOCCN(C(=O)c1ccccc1Cl)c1cccc(C)c1C,1,i,1,i,i,i,3,-14,i,2,i
O=C(Cn1c2ccc(F)cc2c2nc3n(c(=O)c21)CCS3)Nc1ccc(Cl)cc1F,1,i,2,i,i,i,-9,-6,i,-3,i
CCCn1c(N2CCN(C(=O)Nc3ccc(Cl)cc3)CC2)nc2ccccc21,1,i,-2,i,i,i,3,-13,i,-3,i
NNc1nc(-c2ccccc2)nc(-c2ccccc2)c1Br,2,i,1,i,i,i,4,-4,i,8,i
CCC(=O)NNC(=O)c1c(O)c2ccccc2[nH]c1=O,-1,i,-3,i,i,i,2,-4,i,-2,i
O=C1/C(=C/c2ccccc2)SC(=S)N1N1C(=O)C2CC2C1=O (centres undefined),-4,i,0,i,i,i,0,-4,i,-2,i
Cc1cc(C)cc(N(C(=O)CCC(=O)Nc2cc(C)on2)C(C(=O)NC2CCCC2)c2ccco2)c1 (centres undefined),0,x,3,i,i,i,2,-9,i,9,i

Of the compounds above, these have a CF3 group.
SMILES,GSK3A inh,PolyA inhibitor,DYRK1A inh,KCNQ1 act,KCNK9 block,RGS4 act,GSK3beta inhib,hERG protect,KCNQ1 block,HDAC3 inhib,KCNK3 block
O=C(COC(=O)Cc1cccc(C(F)(F)F)c1)Nc1ccccc1,0,i,-2,i,i,i,0,-7,i,3,i
FC(F)(F)c1cccc(NC(=S)NCc2ccccc2)c1,0,i,4,i,i,i,1,-12,i,6,i

(next part)
SMILES,GSK3A inh,PolyA inhibitor,DYRK1A inh,KCNQ1 act,KCNK9 block,RGS4 act,GSK3beta inhib,hERG protect,KCNQ1 block,HDAC3 inhib,KCNK3 block
COc1cc(/C=N/NC(=O)c2cc[n+]([O-])cc2)cc(OC)c1OC,-3,i,-1,i,i,i,0,-7,i,-2,i
CSc1ccccc1NC(=O)Cn1nc([N+](=O)[O-])c(Cl)c1C,-4,i,3,i,i,i,-1,-8,i,-12,i
CCN1C(=O)c2n[nH]c(C(=O)OC)c2C1=O,-1,i,3,i,i,i,-1,-5,i,4,i
O=C(CSc1nc2sc3c(c2c(=O)[nH]1)CCC3)NCCO,-2,i,-7,i,i,i,3,-7,i,4,i
CCc1ccc(C2C(C#N)=C(N)N(N(C)C)C3=C2C(=O)CCC3)cc1 (centres undefined),-1,i,-2,i,i,i,-5,-5,i,4,i
COC(=O)c1[nH]c2ccccc2c1CN1CCOCC1,3,i,-3,i,i,i,0,-6,i,-5,i
Cc1c(/C=N\NC(=O)c2c[nH]c3ccccc23)cnn1C,-13,i,4,i,i,i,0,-10,i,9,i
Cc1ccc(Sc2nc([N+](=O)[O-])nn2C)cc1,1,i,-1,i,i,i,2,-10,i,-1,i
CCOc1cc(/C=C2\C(=O)N(CCC#N)N=C2C)ccc1OCC(N)=O,0,i,-3,i,i,i,-1,-8,i,4,i
Cc1cccc(NC(=O)CNC(=O)CN2C(=O)NC3(CCCc4ccccc43)C2=O)c1C (centres undefined),1,i,6,i,i,i,2,-19,i,3,i
COc1ccc(OC)c(NC(=O)COC(=O)c2nc(Cl)ccc2Cl)c1,-2,i,4,i,i,i,-2,-6,i,-21,i
CCCCCOC(=O)Nc1ccc(S(=O)(=O)Nc2cccc([N+](=O)[O-])c2)cc1,2,i,10,i,i,i,3,-7,i,-1,i
O=C(CCCSc1nnc(SCCCC(=O)c2ccc(F)cc2)s1)c1ccc(F)cc1,-2,i,5,i,i,i,2,-18,i,-2,-11*
Cc1cc(NC(=O)CCN2CCN(CCO)CC2)ccc1Br,-4,i,-1,i,i,i,2,-13,i,4,i
COc1ccc(C(=O)N2CCC(CCC(=O)Nc3cccc(C)c3)CC2)cc1,0,i,0,i,i,i,1,-11,i,-5,i
O=C(CCNS(=O)(=O)c1ccccc1)OCc1nc2ccsc2c(=O)[nH]1,2,i,-1,i,i,i,0,-15,i,-3,i
CCCc1ccc(OCc2nc(-c3ccc(NC(=O)c4ccco4)cc3)no2)cc1,0,i,8,i,i,i,-5,-2,i,-4,i
O=C(COC(=O)C1C2CC3OC(=O)C1C3C2)Nc1ccc(Cl)cc1 (centres undefined),-1,i,6,17*,i,i,2,12*,i,-1,i

KCNK3 block: entries above that show a hit
smiles	GSK3A inh	PolyA inhibitor	DYRK1A inh	KCNQ1 act	KCNK9 block	GSK3beta inhib	KCNQ1 block	HDAC3 inhib	KCNK3 block
O=C(CCCSc1nnc(SCCCC(=O)c2ccc(F)cc2)s1)c1ccc(F)cc1	-2	i	5	i	i	2	i	-2	-11*

Looked up above:
GSK3beta inhib with O=C(CCNS(=O)(=O)c1ccccc1)OCc1nc2ccsc2c(=O)[nH]1 stands at 0
HDAC3 inhib with CSc1ccccc1NC(=O)Cn1nc([N+](=O)[O-])c(Cl)c1C stands at -12
HDAC3 inhib with O=C(COC(=O)C1C2CC3OC(=O)C1C3C2)Nc1ccc(Cl)cc1 (centres undefined) stands at -1
